Screening results as filed in PubChem BioAssay.
DSG3 Ab inh – human desmoglein-3 autoantibody binding inhibition | P32926 | DSG3-coupled beads, scFv-anti-DSG3-GFP binding, flow cytometry; stronger effect = lower value | binding (percent of control), % at 10 µM | hit rate 0.48% among 310,000;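 active means binding more than 3 SD below its plate's average and above zero; inconclusive means below that plate limit but binding exactly zero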;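 further: hits lower antibody fragment binding to DSG3; some compounds called inactive have numbers as strong as hits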
Keap1-Nrf2 PPI – inhibitors of human Keap1-Nrf2 protein-protein interaction | Q14145 | Keap1 Kelch-Nrf2 peptide fluorescence polarization, 1536-well | inhibition, % at 9.4 µM | hit rate 0.15% among 340,000; in the data active means inhibition above about 12%; inconclusive means no clear call, values can overlap the other calls; inactive means below about 7.3%;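 further: human Keap1 Kelch domain with fluorescein labeled Nrf2 9mer peptide probe; 0% = neutral control wells and 100% = peptide positive control; higher means more block of Keap1 binding to Nrf2 peptide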
Target sequence (Q14145 whole entry, looked up, the tested form may be a part): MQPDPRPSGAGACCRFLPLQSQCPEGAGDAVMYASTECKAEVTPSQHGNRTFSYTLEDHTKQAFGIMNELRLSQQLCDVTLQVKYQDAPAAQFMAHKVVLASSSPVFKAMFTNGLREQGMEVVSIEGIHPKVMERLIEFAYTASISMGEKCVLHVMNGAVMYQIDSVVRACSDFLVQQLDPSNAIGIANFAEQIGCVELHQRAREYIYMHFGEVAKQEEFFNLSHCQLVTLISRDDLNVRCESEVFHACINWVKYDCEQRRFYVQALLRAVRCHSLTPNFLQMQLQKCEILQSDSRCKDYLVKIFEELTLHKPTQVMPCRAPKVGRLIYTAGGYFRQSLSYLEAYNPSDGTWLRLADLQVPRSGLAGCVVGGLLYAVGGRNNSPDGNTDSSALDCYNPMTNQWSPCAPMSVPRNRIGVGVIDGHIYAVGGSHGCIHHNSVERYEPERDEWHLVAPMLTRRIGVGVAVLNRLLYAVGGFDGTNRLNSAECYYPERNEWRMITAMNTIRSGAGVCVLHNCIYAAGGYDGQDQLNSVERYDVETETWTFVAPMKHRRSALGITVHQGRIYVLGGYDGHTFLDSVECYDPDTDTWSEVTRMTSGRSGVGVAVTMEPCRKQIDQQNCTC
C-LANA FP – inhibitors of KSHV LANA C-terminal domain DNA binding | MBP-C-LANA/FAM-LBS DNA binding, fluorescence polarization | inhibition, % at 9 µM | hit rate 0.078% among 340,000 | AID 504423;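 active means highest replicate inhibition at or above 60% at 9 µM, even if other replicates fall short; inactive means all replicates below 60% inhibition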;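 further: 0% = neutral control wells and 100% = 4 µM acridine orange control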
OPRM1-OPRD1 inv – inverse agonists of human mu-delta opioid receptor heterodimerization; P35372+P41143; inhibition, % at 9.3 µM; hit rate 0.21% among 340,000; cell-based MOR-DOR heterodimer luminescence, inverse agonism; in the data active means inhibition above about 22%, passing the limit was not always enough;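 further: 0% = cells with DMSO and 100% = wells without cells with DMSO; values of inactives mirror those of a sister screen read the other way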
Wnt bcat act – activators of Wnt/beta-catenin signaling; Wnt/beta-catenin reporter cell assay, activator, plate reader; activation, % at 9.35 µM; AID 743398; hit rate 1.2% among 300,000; in the data active means activation above about 30%, passing the limit was not always enough; inconclusive means no clear call, values can overlap the other calls;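 further: 0% = neutral control wells and 100% = positive control wells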
V-ATPase pH – alters yeast V-ATPase proton transport. S. cerevisiae, pHLuorin cytosolic pH fluorescence. response, % at 10 µM. hit rate 0.37% among 350,000. AID 504577; in the data active means response mostly above about 7.3%, no sharp cut-off; inactive means mostly below about 5.4%; further: actives read high; inactives centre near 0; some compounds called inactive have numbers as strong as hits; reference of the scale not given here
RTF Ca sens act – increases calcium sensitivity of human cardiac regulated thin filaments | P19429+P45379 | IANBD-labeled TnC RTF fluorescence at EC20 calcium; 0% EC20 calcium, 100% full calcium | activation, % at 7.2 µM | hit rate 0.24% among 340,000;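 active means activation above the mean over all tested compounds plus 3 SD, cut at about 30% in these data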;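 further: rise in fluorescence read as greater calcium sensitivity of cardiac thin filaments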
MOR-DOR ag – OPRM1-OPRD1 heterodimerization agonism. cells, luminescence. activation, % at 9.3 µM. hit rate 0.3% among 340,000. P35372+P41143; in the data active means activation above about 18%;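 further: 0% = vehicle-treated cells and 100% = reference agonist; values of inactives mirror those of a sister screen read the other way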
Arr AP2 block – inhibitors of human beta-arrestin and AP2 interaction. FITC-arrestin peptide / GST-AP2 beads, flow cytometry; AP2 beta2 appendage carries R879A mutation. inhibition, % at 10 µM. hit rate 0.31% among 340,000. AID 504490;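 active means inhibition above a set limit, near 3 SD of compounds lacking own fluorescence, cut at about 54% in these data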;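 further: plate controls were DMSO wells for no effect and 5 µM unlabelled arrestin peptide for full effect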
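System: GST-AP2 R879A glutathione beads. Medium: PBS with 0.05% Tween 20 and 0.1% BSA. Also added: FITC-arrestin peptide, 50 nM. Incubation: 12 min plus 1 h, RT. Measured by: high-throughput flow cytometry of beads, ex 488, em 535 nm. Evaluation: percent drop in bead-associated FITC signal.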
RTF Ca sens inh – cardiac RTF calcium desensitization; P19429+P45379; IANBD-labeled cardiac RTF, Ca2+ fluorescence; inhibition, % at 7.15 µM; hit rate 0.12% among 340,000;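 active means inhibition above the mean inhibition of all tested compounds plus 3 SD, cut at about 17% in these data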;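 further: assay run at fixed EC70 calcium of 1.6 mM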
Numbers without * were called inactive; ? = inconclusive; . = not tested or not shown; & = joins results of further samples. This is a subset; the hit share may differ from the screen's.

1. Oc1cccc2nc3ccccc3nc12
2. c1ccc2c(c1)CSc1ccccc1C2C1=NCCN1 (stereo unspecified)
3. CC(=Nc1c(C)n(C)n(-c2ccccc2)c1=O)c1c(O)n(Cc2ccccc2)c(=O)[nH]c1=O
4. CC(C)N1C(=O)NC(=O)C2(Cc3cc([N+](=O)[O-])ccc3N(C)C2c2ccccc2)C1=O (stereo unspecified)
5. COC(=O)C1=C(c2ccccc2)C[C@@H]2CC[C@H]1N2C(=O)NCc1ccccc1
6. COc1ccc(OC)c2c1CCC1NCCOC21 (stereo unspecified)
7. COC(=O)C1=C(c2ccc(F)cc2F)C[C@@H]2CC[C@H]1N2C(=O)NCc1ccc2c(c1)OCO2
8. Nc1c(C(=O)NCc2ccco2)c2nc3ccccc3nc2n1Cc1ccccc1

Screen / compound no.	1	2	3	4	5	6	7	8
Keap1-Nrf2 PPI	8	-2	-4	-3	-2	0	-3	0
V-ATPase pH	7	3	0	-1	-3	-4	1	4
OPRM1-OPRD1 inv	-1	-17	14	-1	15	-25	16	-18
Wnt bcat act	0	?	.	-5	2	-1	0	7
C-LANA FP	-2.7	-0.4	-4.7	-0.3	-0.6	-0.3	-0.7	-1.3
MOR-DOR ag	0.2	2.8	-2.8	0.2	-2.9	4.2	-2.8	2.6
DSG3 Ab inh	.	103	97	105	101	108	101	103
RTF Ca sens act	-5	-1	2	9	15	-2	6	1
RTF Ca sens inh	-11	12	3	-5	2	-6	7	7
Arr AP2 block	11	1	11	-11	-6	6	2	-1

9. CC1=C(C(=O)Nc2ccccc2)S(=O)(=O)CCO1
10. Oc1ccccc1CN(CCc1ccccc1)Cc1ccccc1
11. Cc1cc(OCC(=O)N2CCC(C(=O)O)CC2)c2c3c(c(=O)oc2c1)CCCC3
12. COC(=O)C1=C(c2ccc(C(C)=O)cc2)C[C@@H]2CC[C@H]1N2C(=O)NC(C)C
13. CC(=O)Nc1ccccc1C(=O)OCc1cccc(F)c1
14. Oc1cc(Cl)c(Cl)c(Cl)c1
15. O=[N+]([O-])/C(Cl)=C1\NCCN1Cc1ccc(Cl)nc1
16. C=C1[C@@H](C)[C@H]2[C@H](Cc3ccccc3)NC(=O)[C@]23OC(=O)/C=C/[C@H](O)CCC[C@@H](C)C/C=C/[C@H]3[C@@H]1O

Screen / compound no.	9	10	11	12	13	14	15	16
Keap1-Nrf2 PPI	-3	2	-4	-3	-6	-7	-1	-4
V-ATPase pH	10	-1	1	-3	7	-2	2	-1
OPRM1-OPRD1 inv	18	-37	12	3	6	-23	8	15
Wnt bcat act	-9	5	-1	-3	1	3	0	-8&-12
C-LANA FP	-1.7	-0.3	-2.4	0.0	-1.9	0.0	2.8	-1.2
MOR-DOR ag	-3.4	7.2	-2.4	-0.5	-1.3	4.3	-1.8	-2.7
DSG3 Ab inh	111	108	104	102	122	102	103	100
RTF Ca sens act	9	1	9	0	5	-2	2	-2
RTF Ca sens inh	2	-4	-4	-21	-2	-1	1	13
Arr AP2 block	35	24	-6	24	12	-6	9	-4

Copied from above, entries 9 to 13
9. CC1=C(C(=O)Nc2ccccc2)S(=O)(=O)CCO1
10. Oc1ccccc1CN(CCc1ccccc1)Cc1ccccc1
11. Cc1cc(OCC(=O)N2CCC(C(=O)O)CC2)c2c3c(c(=O)oc2c1)CCCC3
12. COC(=O)C1=C(c2ccc(C(C)=O)cc2)C[C@@H]2CC[C@H]1N2C(=O)NC(C)C
13. CC(=O)Nc1ccccc1C(=O)OCc1cccc(F)c1

Screen / compound no.	9	10	11	12	13
Keap1-Nrf2 PPI	-3	2	-4	-3	-6
V-ATPase pH	10	-1	1	-3	7
OPRM1-OPRD1 inv	18	-37	12	3	6
Wnt bcat act	-9	5	-1	-3	1
C-LANA FP	-1.7	-0.3	-2.4	0.0	-1.9
MOR-DOR ag	-3.4	7.2	-2.4	-0.5	-1.3
DSG3 Ab inh	111	108	104	102	122
RTF Ca sens act	9	1	9	0	5
RTF Ca sens inh	2	-4	-4	-21	-2
Arr AP2 block	35	24	-6	24	12

(more compounds)
17. CN1CCCN(C(=O)COc2cccc(C(F)(F)F)c2)CC1
18. Cc1ccc(Cc2c(C)nc3nc(SCC(=O)N4CCC5(CC4)OCCO5)nn3c2C)cc1
19. COC(=O)C1=CO[C@@H](C)[C@@H]2CN3CC[C@]4(C(=O)Nc5ccccc54)[C@@H]3C[C@H]12
20. O=c1cc(CN2CCNCC2)nc2sccn12
21. O=c1[nH]c(=O)n(Cc2ccc(F)cc2)c(O)c1C=Nc1ccc(Cl)cc1
22. COCCO[C@H]1CCC2C3CC=C4C[C@@H](O)CC[C@]4(C)C3CC[C@@]21C (stereo partly specified)
23. CCCCn1c(O)c(C(C)=NCCc2ccccc2)c(=O)[nH]c1=O
24. O=c1[nH]c(=O)n(-c2cccc3ccccc23)c(O)c1C=NCCCn1ccnc1

Screen / compound no.	17	18	19	20	21	22	23	24
Keap1-Nrf2 PPI	-5	-3	0	-1	-4	-3	-3	-2
V-ATPase pH	2	0	11	-1	1	6	2	-1
OPRM1-OPRD1 inv	8	11	6	15	15	-21	-5	2
Wnt bcat act	-1	-1	-3	-1	1	-1	.	.
C-LANA FP	0.5	0.1	0.4	-1.2	2.3	-0.9	0.5	-1.5
MOR-DOR ag	-1.5	-2.1	-1.1	-3.2	-2.9	4.3	0.9	-0.3
DSG3 Ab inh	114	83	100	103	78	90	104	105
RTF Ca sens act	-5	6	-7	-4	13	-2	4	-1
RTF Ca sens inh	4	5	-5	1	-2	-11	-11	-14
Arr AP2 block	12	21	12	-10	-5	-13	11	4

25. Brc1ccc(Oc2ccc(Br)cc2Br)c(Br)c1
26. CC(C)(O)/C=C/C(=O)C(C)(O)C1C(O)CC2(C)C3CC=C4C(C=C(O)C(=O)C4(C)C)C3(C)C(=O)CC12C (stereo unspecified)
27. C=CCN1C(=O)CSc2ccc(C(=O)N3CCC4(CC3)OCCO4)cc21
28. COc1cc2c(cc1OC)C(C(=O)NC(C)C)C1CCCCN1C2=O (stereo unspecified)
29. O=C1NC(=O)N(c2ccccc2)C(=O)/C1=C\C=C\c1ccccc1
30. CCC(=O)OC(Cc1ccccc1)(c1ccccc1)[C@H](C)CN(C)C (stereo partly specified)
31. O=Cc1cn(CCCOc2ccccc2)c2ccccc12
32. Cc1ccc(N2C(=O)NC(=O)C(CCc3ccccn3)(Cc3cccc(Cl)c3Cl)C2=O)cc1 (stereo unspecified)

Screen / compound no.	25	26	27	28	29	30	31	32
Keap1-Nrf2 PPI	-2	-65	-3	1	-1	-2	2	-2
V-ATPase pH	-1	-3	4	0	8	3	4	0
OPRM1-OPRD1 inv	13	2	3	3	.	-326	7	26
Wnt bcat act	12	-9	-2	3	3	0	9	.
C-LANA FP	-2.1	1.1	-4.0	-0.9	1.1	-1.2	-1.8	0.4
MOR-DOR ag	-2.5	-0.3	-0.6	-0.6	.	81*	-1.3	-4.9
DSG3 Ab inh	103	96	105	89	94	98	.	130
RTF Ca sens act	-1	-5	-2	5	.	0	-4	3
RTF Ca sens inh	2	2	-6	-14	.	-3	-23	-7
Arr AP2 block	-11	7	11	-3	4	11	3	25

33. CCC1(Cc2ccccc2)C(=O)NC(=S)N(C)C1=O (stereo unspecified)
34. CCOC(=O)c1c(/N=C/c2c(O)n(-c3ccc(F)cc3)c(=S)[nH]c2=O)sc2c1CCCC2
35. COc1cc(CN2CCN(C(=O)COc3ccccc3)CC2)cc(OC)c1OC
36. N#CC1=C(N)Oc2c(c(=O)oc3ccccc23)C1c1cccnc1 (stereo unspecified)
37. Cc1c(C(=O)O)cccc1-n1c(C)cc(/C=C2\C(=O)NC(=O)N(c3ccc4c(c3)OCO4)C2=O)c1C
38. CCC(=O)N1N=C2C3CCN(CC3)C2C1c1ccc(C)cc1 (stereo unspecified)
39. CC1CCN(c2cc(Br)c([N+](=O)[O-])cc2F)CC1
40. CC(C)Oc1ccc(CCN)cc1Cl

Screen / compound no.	33	34	35	36	37	38	39	40
Keap1-Nrf2 PPI	-4	3	-5	-2	-6	-3	0	2
V-ATPase pH	1	-4	0	1	0	-1	-5	3
OPRM1-OPRD1 inv	1	0	2	-9	12	-9	4	3
Wnt bcat act	-9	.	.	0	-11	1	4	-2
C-LANA FP	2.5	1.5	0.8	-1.0	5.2	0.3	0.4	-1.0
MOR-DOR ag	-0.3	0.0	-0.6	1.5	-2.0	1.6	-0.7	-0.6
DSG3 Ab inh	109	93	.	105	98	92	99	85
RTF Ca sens act	1	4	0	1	1	10	0	5
RTF Ca sens inh	-9	-6	-10	0	13	-5	-13	-10
Arr AP2 block	-2	41	14	-1	39	1	-12	-2

41. O=C(Nc1nccs1)C(Cl)(Cl)Cl
42. CC(Cc1ccc(O)cc1)NCC(O)c1cc(O)cc(O)c1 (stereo unspecified)
43. CCn1c(O)c(/C=N/N2CCOCC2)c(=O)n(CC)c1=S
44. CC1(C)CN(S(=O)(=O)OCC(Cl)(Cl)Cl)C(=O)N1
45. CC/C(=N\Nc1cccc2ccccc12)c1c(O)[nH]c(=O)[nH]c1=O

Screen / compound no.	41	42	43	44	45
Keap1-Nrf2 PPI	2	-3	-4	-5	-3
V-ATPase pH	-1	0	3	-2	15
OPRM1-OPRD1 inv	11	.	9	-9	-27
Wnt bcat act	1	-3	-3	0	-5
C-LANA FP	-3.2	-2.1	8.0	-0.9	-0.4
MOR-DOR ag	-2.4	.	-2.0	1.6	5.5
DSG3 Ab inh	98	107	109	.	81
RTF Ca sens act	2	7	10	3	0
RTF Ca sens inh	-5	12	0	1	-15
Arr AP2 block	17	0	0	-4	3
